Glyco luc inh: blocks N-linked glycosylation in D54 reporter cells; D54 ERlucT glycosylation luciferase reporter, 24 h; percent of 100 nM tunicamycin response; reporter increase, % at 12.5 µM; 0.23% of 360,000 active; AID 588692;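 active means mean luciferase reporter signal, scaled so untreated is 0 and the glycosylation-blocking control 100, at or above a set limit in every replicate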;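 further: luciferase carries N-glycosylation sites so blocking glycosylation raises the light; 0% = median of neutral control wells and 100% = median of 100 nM tunicamycin wells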
MC4R antagonist: human MC4R antagonism in cAMP assay; 0.48% of 360,000 active; P32245; inhibition, % at 6.5 µM; AID 540295; MC4R-expressing cells, MTII-stimulated cAMP, LANCE TR-FRET;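 active means inhibition above its plate's cutoff, the mean of tested wells on that plate plus 3 SD, cut at about 29% in these data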;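 further: 0% = Melanotan II alone and 100% = Melanotan II plus saturating MCL0020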
Target sequence (P32245 whole entry, looked up): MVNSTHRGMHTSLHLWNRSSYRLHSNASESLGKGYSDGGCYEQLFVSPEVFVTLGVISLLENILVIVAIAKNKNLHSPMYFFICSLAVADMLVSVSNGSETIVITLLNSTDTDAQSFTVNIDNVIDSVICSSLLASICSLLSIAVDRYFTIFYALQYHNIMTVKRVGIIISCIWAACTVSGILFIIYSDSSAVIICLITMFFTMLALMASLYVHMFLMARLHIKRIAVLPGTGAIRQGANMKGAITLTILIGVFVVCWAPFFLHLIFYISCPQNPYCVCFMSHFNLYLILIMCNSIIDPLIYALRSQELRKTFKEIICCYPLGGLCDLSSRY
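Material – human MC4R-expressing U2OS cells · Repeats – no replicates · Detection – TR-FRET with Eu-cAMP and labeled anti-cAMP, 671 nm · Times – compound 30 min, challenge 1 h, detection 1 h · Compound – single nominal compound dose of 6.5 µM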
HTR2A ag: activates the mouse 5-HT2A serotonin receptor | activation, % at 7.6 µM | 0.66% of 360,000 active | P35363 | CHO-K1 mHTR2A beta-arrestin complementation, luminescence; percent of 30 µM serotonin response;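 active means activation above a run cutoff, the mean activation of all tested compounds plus 3 SD, cut at about 14% in these data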;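 further: 0% = plate median of compound wells and 100% = 30 µM serotonin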
aDG glyco act: alpha-DG glycosylation activation. Pro5-aDG cells, alpha-DG glycosylation AlphaScreen (IIH6); 0% Pro5, 100% B10-LARGE cell signal. activation, % at 10 µM. 0.22% of 360,000 active;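 active means activation of at least 8% versus controls, or a plate z-score of at least 8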;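 further: Pro5 are CHO cells carrying HIG-tagged alpha-DG that lacks glycosylation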
CaV13 FRET inh: Primary screen for inhibitors of IQ motif and Ca2+-dependent inactivation inhibitor domain binding in CACNA1D, Förster resonance energy transfer in living cells, …. inhibition, % at 12.3 µM. HEK cells, CFP/YFP FRET ICDI-IQ, plate reader, 10 min; percent FRET-ratio fall versus neutral wells. AID 743397. 0.098% of 340,000 active;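 active means mean replicate inhibition of at least 30% and at least 1% of replicates passing that level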;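 further: 0% = median of the neutral control wells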
Cardio protect: modulators protecting cardiomyocytes from myocardial damage; H9c2 cardiomyocytes, H2O2 injury protection, ATPLite, 2 h; protection from H2O2 cell death, % at 20 µM; 0.63% of 360,000 active; AID 588492;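 active means compounds giving at least 50% protection of heart cells from peroxide-induced death in the single-dose screen, raw or plate-pattern-corrected value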;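 further: 0% = DMSO wells with peroxide and 100% = DMSO wells without peroxide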
PDI turbidity: blocks human protein disulfide isomerase activity | PDI insulin aggregation turbidity, A650, 90 min | 0.052% of 350,000 active | AID 588391 | inhibition, % at 10 µM | P07237;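 active means mean inhibition across replicates of 30% or more, whatever share of single replicates reach that level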;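 further: absorbance from insulin aggregation driven by PDI reduction with DTT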
Target sequence (P07237 whole entry, looked up): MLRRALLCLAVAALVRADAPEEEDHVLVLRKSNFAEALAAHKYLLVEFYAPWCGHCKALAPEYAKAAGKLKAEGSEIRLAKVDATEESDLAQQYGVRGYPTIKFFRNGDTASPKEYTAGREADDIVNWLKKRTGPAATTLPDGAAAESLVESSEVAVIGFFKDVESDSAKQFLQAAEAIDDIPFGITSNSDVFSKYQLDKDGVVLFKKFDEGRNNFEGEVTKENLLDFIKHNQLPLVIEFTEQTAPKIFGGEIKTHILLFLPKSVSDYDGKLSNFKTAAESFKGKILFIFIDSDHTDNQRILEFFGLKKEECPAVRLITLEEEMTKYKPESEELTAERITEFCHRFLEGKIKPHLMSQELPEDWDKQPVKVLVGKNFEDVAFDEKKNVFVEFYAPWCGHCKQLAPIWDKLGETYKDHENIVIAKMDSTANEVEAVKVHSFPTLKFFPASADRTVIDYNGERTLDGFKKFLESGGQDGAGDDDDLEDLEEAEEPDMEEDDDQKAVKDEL
Vif imaging: inhibitors of HIV Vif; HEK293T cells, Vif self-association by quenched fluorescence, imaging, 24 h; inhibition, % at 7.49 µM; 0.35% of 340,000 active; AID 602346; in the data active means inhibition above about 50%, passing the limit was not always enough; further: some results filed as inactive read as strong as hits
ABCB6 inh MLPCN: blocks the human ABCB6 transporter | K562-ABCB6 porphyrin accumulation, flow cytometry, 1 h; hits give low values | fluorescence ratio to DMSO, % at 10 µM | 0.19% of 360,000 active;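 active means fluorescence ratio to DMSO below 75%, the collection mean minus 3 SD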;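 further: signal is porphyrin accumulated inside mitochondria; 100% equals median channel fluorescence of DMSO control wells; lower ratio means ABCB6 inhibition with less porphyrin fluorescence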
MC4R ag barr: human MC4R agonism via beta-arrestin. activation, % at 8.9 µM. 0.98% of 360,000 active. P32245. U2OS MC4R beta-arrestin complementation, luminescence; percent of melanotan II response, DMSO zero;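 active means activation above a per-plate cutoff, the mean activation of sample wells on that plate plus 3 SD, cut at about 8% in these data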
Starred values were filed as active, the others as inactive; nt = not tested or not shown; & = joins results of further samples.

nr	mol	Glyco luc inh	MC4R antagonist	HTR2A ag	aDG glyco act	CaV13 FRET inh	Cardio protect	PDI turbidity	Vif imaging	ABCB6 inh MLPCN	MC4R ag barr
1	CCOc1ccc(N2C(=O)NC(=O)/C(=C\c3ccccc3[N+](=O)[O-])C2=O)cc1	2	10	8	0.0	-21	0	10	0	97	0.6
2	COc1cccc(CCNCc2cccc(C(F)(F)F)c2)c1	0	-1	11	0.7	-4	-2	9	6	98	0.3
3	CCCCn1c(=O)c(C(=O)Nc2ccsc2C(=O)OC)c(O)c2ccccc21	-6	5	3	0.0	-3	-3	2	nt	91	-0.5
4	COc1ccccc1-n1c(-c2ccc(C)cc2)nc2ccccc2c1=O	-1	8	-4	0.1	-4	-3	-2	1	101	-0.7
5	O=C(c1ccc(Cl)cc1)C12CN3CN(CN(C3)C1)C2	0	9	7	0.1	nt	-1	8	2	102	-1.8
6	O=c1[nH]c(=O)n(Cc2ccc(F)cc2)c(O)c1C=NCCCn1ccnc1	0	0	-1	0.0	-5	1	0	-2	106	0.4
7	CCCc1cc(=O)oc2cc(OCC(=O)N3CCC(C(=O)O)(c4ccccc4)CC3)ccc12	0	-1	0	0.0	nt	1	nt	-3	100	-0.9
8	CC[N+](C)(CC)CCCCOc1ccc2c(c1)C(=O)c1cc(OCCCC[N+](C)(CC)CC)ccc1-2	3	-31	3	-0.1	-4	2	-4	-3	98	-0.3
9	CCCCN1CCC(O)(c2ccccc2)C(C(=O)c2ccccc2)C1 (centres undefined)	-4	3	-2	0.6	-6	-16	-4	-8	105	-2.3
10	COC(=O)C1=C(c2ccccc2)C[C@@H]2CC[C@H]1N2C(=O)NCc1ccco1	0	10	3	0.0	-10	1	-3	-6	97	0.3
11	Cc1cccc(OCC(=O)N2CCN(Cc3ccc4c(c3)OCO4)CC2)c1	-1	-7	2	-0.1	-3	3	-2	3	99	2.2
12	CC1=C(C)CC2(C(=O)NC(=O)NC2=O)C(C)C1 (centres undefined)	-8	8	8	0.3	-8	-1	-1	4	99	0.7
13	CNC1(c2ccc(F)cc2)CCCCC1	3	6	0	0.1	-13	-3	-17	4	93	0.8
14	COC(=O)C1=C(c2ccc(F)cc2OCc2ccccc2)C[C@@H]2CC[C@H]1N2C(=O)N1CCC(C)CC1	-7	3	8	0.7	nt	-4	3	1	101	1.4
15	Cc1cccc(N2C(=O)NC(=O)/C(=C/c3ccc(N4CCOCC4)cc3)C2=O)c1	-1	-2	-1	0.3	-1	6	-3	5	97	-0.3
16	CN1C(=O)C(O)N=C(c2ccccc2)c2ccccc21 (centres undefined)	2	14	7	0.1	-4	-3	1	-12	92	-1.0
17	Cc1cc(N(CCCl)CCCl)ccc1/C=N/N=C(\N)c1cnccn1	2	0	6	0.0	-5	1	16	-2	96	-1.3
18	CCc1ccc(OCCCN=C(C)c2c(O)n(C)c(=O)n(C)c2=O)cc1	-1	4	0	1.7	-4	-19	22	-11	93	-1.2
19	C[C@]12CCC3C(CC[C@H]4C[C@@H](O)CC[C@]34C)[C@H]1CC[C@H]2O (some centres undefined)	0	-8	-5	-0.2	-8	1	2	6	96	-1.2
20	O=C(CCc1ccccc1)N1Cc2cc(-c3cccc(F)c3)ccc2-n2nncc2C1	-1	nt	2	0.0	-6	8	nt	-7	100	nt
21	O=c1[nH]c(=S)[nH]c(O)c1N=Nc1cccc(S(=O)(=O)N2CCOCC2)c1	5	-14	5	-0.1	-3	-5	1	-1	98	2.2
22	c1cncc(CNCCN2CCNCC2)c1	1	2	9	0.2	-6	6	-5	16	94	0.7
23	O=C(c1cc2cc(F)ccc2[nH]1)N1CCC2(CC1)OCCO2	0	1	1	-0.2	-6	-4	6	5	106	-1.0
24	COC(=O)C1=C(c2ccc(F)cc2OCc2ccccc2)C[C@@H]2CC[C@H]1N2C(=O)NCc1ccc(C)cc1	-9	9	-5	0.5	-5	-2	18	-6	95	1.4
25	CC(C)NS(=O)(=O)c1ccc(OCC(=O)N2CCN(C)CC2)cc1	1	4	-1	0.1	-5	7	nt	20	101	-1.1
26	CCC[N+]12CCC(CC1)C(=C(c1ccccc1)c1ccccc1)C2	4	22	-3	0.0	-6	-4	-1	3	100	3.7
27	C[C@@H]1O[C@@H](O[C@H]2C[C@@H](O)[C@]3(CO)[C@H]4[C@H](O)C[C@]5(C)[C@@H](C6=CC(=O)OC6)CC[C@]5(O)[C@@H]4CC[C@]3(O)C2)[C@H](O)[C@H](O)[C@H]1O	-19	-4	-1	0.3	nt	8	-6	2&-21	105	35*
28	COC(=NC1CCCC1)C(O)c1c[nH]c2ccccc12 (centres undefined)	0	6	2	-0.1	-5	10	2	nt	99	-0.7
29	CN1C(=O)C(=Cc2ccc(Sc3ccccc3)o2)C(=O)N(C)C1=S	-1	10	1	0.0	-4	3	3	6	11*	-1.2
30	CN1C(=O)NC(=O)C2(Cc3ccccc3N3CCOCC32)C1=O (centres undefined)	0	6	0	-0.4	-5	1	9	5	97	-1.6
31	CC(=O)Nc1ccccc1C(=O)OCc1ccc(F)cc1	0	14	-5	0.7	-4	-10	0	-2	95	-0.6
32	O=C1CN=C(c2ccc(F)cc2)c2oc3ccccc3c2N1	2	5	-1	1.4	0	-2	7	-4	98	-1.2
33	C=C(CC1CC(O)[C@]2(C)OC3CC4OC5C[C@]6(C)O[C@]7(C)CCC8OC9C[C@]%10(C)OC%11C(C)=CC(=O)OC%11CC%10OC9C[C@@H](C)C8OC7CC6O[C@]5(C)C/C=C\C4OC3CC2O1)C(=O)O (some centres undefined)	4	14	2	0.1	-9	6	-4	4	103	0.1
34	Fc1ccc(N2CCN(Cc3cc4c(cc3Br)OCO4)CC2)cc1	-9	0	1	-0.1	-5	-4	5	-3	94	0.6
35	N/C(=N\[N+](=O)[O-])N1CCN(C(=O)Oc2ccccc2)CC1	1	-4	-2	0.0	-2	-1	4	nt	100	-2.0
36	Cc1cccc(N2C(=O)NC(=O)/C(=C\c3ccc4c(c3)CCCN4Cc3ccccc3)C2=O)c1	1	6	-5	0.0	-5	-4	-11	-1	124	-1.5
37	c1ccc2oc(N3CCNCC3)nc2c1	3	-2	29*	1.2	nt	-5	-1	nt	113	-0.8
38	CC(C)c1ccc(O)c(CN2CCN(c3ccccc3)CC2)c1	-2	6	-9	-0.2	nt	-17	-4	-2	101	2.6
39	COc1ccc(-c2cc(=O)oc3c(C)c(OC(C)C(=O)N4C[C@H]5C[C@@H](C4)c4cccc(=O)n4C5)ccc23)cc1 (some centres undefined)	-8	8	-2	0.0	nt	14	nt	11	102	-1.2
40	O=C1NC(=O)N(CCC2=CCCCC2)C(=O)/C1=C\c1cccs1	13	11	7	-0.1	-16	6	1	2	103	1.0
41	CCOc1ccc(C=C2C(=O)NC(=S)NC2=O)cc1OCC	1	-5	5	-0.1	-9	-4	16	-2	92	-2.0
42	C[C@@H]1CC[C@H]2[C@@H](C)C(=O)O[C@@H]3O[C@@]4(C)CC[C@@H]1[C@]32OO4	-1	5	0	-0.1	nt	2	nt	12	109	-1.0
43	CCN1CCN(c2cc(N3CCCC3)c([N+](=O)[O-])cc2F)CC1	-3	-1	-7	-0.5	-6	-4	0	nt	107	-3.6
44	CCOc1ccc(N2C(=O)CC(=O)NC2=O)cc1	1	14	-4	-0.1	-18	-2	1	-2	98	0.7
45	CCC(=NCCCn1ccnc1)c1c(O)n(-c2ccccc2)c(=O)[nH]c1=O	1	-3	0	-0.1	3	3	2	0	100	-0.7
46	CC12CN3CC(C)(CN(C1)C3c1cccnc1)C2=O (centres undefined)	1	11	8	-0.3	nt	0	0	12	95	0.6
47	Cc1cccc(C(O)(C(=O)O)c2ccccc2)c1 (centres undefined)	0	7	7	0.2	-6	8	5	4	108	-0.3
48	O=C(N/N=C/c1c(O)n(Cc2ccc(F)cc2)c(=O)[nH]c1=O)c1ccccc1O	-5	-5	5	-0.3	-2	31	-3	5	95	-3.1
49	CCOc1c(Cl)cc(CNC(C)C(O)c2ccccc2)cc1OC (centres undefined)	0	8	0	-0.1	-5	5	10	10	103	-1.2
50	CC[N+]12CCC(CC1)C(=C(c1ccccc1)c1ccccc1)C2	-2	0	2	-0.1	-4	4	10	-4	96	-0.1
51	CC(=O)OC1N=C(c2ccccc2Cl)c2cc(Br)ccc2N(C)C1=O (centres undefined)	0	-1	4	0.1	1	0	1	-10	101	-3.0
52	Cc1cc(OCC(=O)NCC2CCC(C(=O)O)CC2)c2c3c(c(=O)oc2c1)CCC3 (centres undefined)	0	1	-2	0.1	nt	-2	nt	-5	95	-0.7
53	CC1N=C(c2ccccc2)c2cc(Br)ccc2NC1=O (centres undefined)	1	7	2	0.0	-1	-5	-6	-5	96	1.1
54	CCC(=NCc1cccnc1)c1c(O)n(-c2ccc(C)cc2)c(=O)[nH]c1=O	0	4	2	-0.1	-4	3	-1	-4	97	-1.4
55	C#CCOc1cc(C2C3=C(COC3=O)Nc3cc4c(cc32)OCO4)ccc1OC (centres undefined)	16	-21	-5	-0.2	-5	9	1	4	86	0.1
56	CCC12CN3CCN(CC(C3)/C1=N\O)C2	-1	-1	3	0.1	nt	4	-3	2	94	-1.1

From PubChem

The list is partial. The share of hits here may be higher or lower than overall.
